H9c2 TAG inh – reduces triacylglycerol accumulation in H9c2 cells | Nile Red lipid (TAG) fluorescence; cells loaded with 200 µM oleic acid | inhibition, % at 12.5 µM | 0.66% of 230,000 active | AID 651582;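 active means pattern-corrected inhibition of lipid staining of at least 50% with the nuclear-stain viability signal not falling by more than 50%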;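 further: 0% = DMSO wells and 100% = triacsin C control wells; some results filed as inactive read as strong as hits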
H9c2 TAG inh DAPI viability – further read-out of H9c2 TAG inh, marked with its call; DAPI nuclei signal change (viability), lower = more cytotoxic, %;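 whole-well DAPI fluorescence read on a plate reader as a viability signal; minus 50 percent equals half of cells still viable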
Numbers without * were called inactive. This is a subset; the hit share may differ from the screen's.

SMILES	H9c2 TAG inh	H9c2 TAG inh DAPI viability
C=CCNc1nc(N2CCOCC2)c(C#N)c2c1CN(C)CC2	5.3	27.5
COc1ccc(N=Cc2ccc(CNS(=O)(=O)c3ccc(Cl)cc3)o2)cc1	-5.9	5.3
COc1ccccc1CNC(=O)CCc1c(C)nc2cc(-c3ccccc3OC)nn2c1C	0.1	-0.1
COc1ccc(CCC(=O)Nc2ccc(OC)c(S(=O)(=O)N3CCCCC3)c2)cc1	-8.6	0.7
CC(/C=C/c1ccccc1)=N\NC(=O)c1cc(C)[nH]n1	-11.2	6.6
C[C@H]1CN=C(Nc2ccccc2)N1CCc1ccccc1	-7.0	-1.8
COC(=O)COc1ccc(S(=O)(=O)N2CCCCC2)cc1[N+](=O)[O-]	18.4	-13.9
Cc1occc1C(=O)N/N=C/c1ccc2c(c1)OCO2	4.3	0.1
CCOc1cc(-c2nc3cc(C)ccn3c2NCC2CCCO2)ccc1O (configuration not stated)	12.8	19.1
CCN(C(=O)Cn1nc(C)c([N+](=O)[O-])c1C)c1c(N)n(Cc2ccccc2)c(=O)[nH]c1=O	-8.1	-0.6
Cc1cc(C(=O)OCC(=O)NC2CCS(=O)(=O)C2)c2ccccc2n1 (configuration not stated)	-11.5	0.3
COc1cccc(Oc2ccc(OC)cc2C(=O)O)c1	1.7	-0.9
COc1ccc(C2=NC(=O)NC2c2ccc(OC)cc2)cc1 (configuration not stated)	-7.6	5.0
CCOC(=O)c1sc(NC(=O)CNCc2ccccn2)c(C(=O)OCC)c1C	7.0	-8.3
CCN1C(=O)c2cccc3c(NC(=O)c4ccc(S(=O)(=O)N5CCOCC5)cc4)ccc1c23	25.0	-0.5
CNc1cncc(-c2c(OC)cccc2OC)n1	3.0	3.4
CCOC(=O)N1CCN(CCC(=O)c2ccc(OC)cc2)CC1	-5.9	-11.3
COc1ccc(NC(=O)N(C)C[C@H]2Oc3ccc(NC(=O)NC(C)C)cc3C(=O)N([C@H](C)CO)C[C@@H]2C)cc1	3.9	-3.8
C#CCNC(=O)c1cc2sccc2n1C	-2.1	1.4
CN(C)CCNc1oc(COc2cccc(Cl)c2)nc1C#N	20.6	4.0
N#Cc1ccc(COC(=O)CSc2nnc(C3CCCCC3)n2N)cc1	-3.1	4.2
O=C(O)c1cc2c(s1)CCCC2	-0.3	-3.1
CC(C)(C)c1ccc(C(=O)N2CCC2(C)C(=O)Nc2ccc3[nH]ncc3c2)cc1 (configuration not stated)	-13.9	5.9
Cc1cc(=O)n2[nH]c(SCc3ccccc3)nc2n1	-8.8	4.8
COc1cnc(-c2ccccn2)nc1Oc1cccc(Cl)c1	-56.8	13.9
C=CCN(Cc1cccs1)C(=O)CN1CCN(S(=O)(=O)c2ccc3c(c2)OCCCO3)CC1	6.0	0.0
O=c1/c(=C\c2cccc(O)c2)sc2nc(-c3ccccc3)c(-c3ccccc3)n12	7.4	6.0
Nc1cc(C(=O)N2CCN(c3ccccc3Cl)CC2)ccc1N1CC2CC(C1)c1cccc(=O)n1C2 (configuration not stated)	1.7	-1.3
COc1ccccc1CNS(=O)(=O)c1cc(C(=O)NCC2CCCO2)c(Cl)cc1Cl (configuration not stated)	0.1	-4.4
CCn1c(CNC(=O)COc2ccc(C(C)C)cc2)nnc1SCC(=O)NC1CCCCC1C (configuration not stated)	29.8	-1.5

Nothing new here: entries from further up.
SMILES	H9c2 TAG inh	H9c2 TAG inh DAPI viability
COc1cnc(-c2ccccn2)nc1Oc1cccc(Cl)c1	-56.8	13.9
C=CCN(Cc1cccs1)C(=O)CN1CCN(S(=O)(=O)c2ccc3c(c2)OCCCO3)CC1	6.0	0.0
O=c1/c(=C\c2cccc(O)c2)sc2nc(-c3ccccc3)c(-c3ccccc3)n12	7.4	6.0
Nc1cc(C(=O)N2CCN(c3ccccc3Cl)CC2)ccc1N1CC2CC(C1)c1cccc(=O)n1C2 (configuration not stated)	1.7	-1.3
COc1ccccc1CNS(=O)(=O)c1cc(C(=O)NCC2CCCO2)c(Cl)cc1Cl (configuration not stated)	0.1	-4.4
CCn1c(CNC(=O)COc2ccc(C(C)C)cc2)nnc1SCC(=O)NC1CCCCC1C (configuration not stated)	29.8	-1.5

Single values from the entries so far.
In H9c2 TAG inh, `C=CCN(Cc1cccs1)C(=O)CN1CCN(S(=O)(=O)c2ccc3c(c2)OCCCO3)CC1` reads 6.0
In H9c2 TAG inh, `CC(C)(C)c1ccc(C(=O)N2CCC2(C)C(=O)Nc2ccc3[nH]ncc3c2)cc1` (configuration not stated) reads -13.9
In H9c2 TAG inh DAPI viability, `Cc1cc(=O)n2[nH]c(SCc3ccccc3)nc2n1` reads 4.8
In H9c2 TAG inh, `COc1cnc(-c2ccccn2)nc1Oc1cccc(Cl)c1` reads -56.8

(listing goes on)
SMILES	H9c2 TAG inh	H9c2 TAG inh DAPI viability
COc1ccc(C2/C=C\CN(C(=O)CC(C)C)CC(=O)N2Cc2ccc(F)cc2)cc1 (configuration not stated)	6.7	-10.8
Cc1ccc(C(=O)OCC(=O)NCCN2C(=O)CSC2=O)cc1	-3.8	10.0
O=C(c1cc(S(=O)(=O)Nc2ccccc2F)c(Cl)cc1Cl)N1CCN(CCO)CC1	-7.8	-4.1
C=CCn1c(SCC(=O)Nc2c(C)n(C)n(-c3ccccc3)c2=O)nc2sc(C)c(-c3ccccc3)c2c1=O	-4.3	6.6
O=C(NCC(=O)N1CCN(c2ccc([N+](=O)[O-])cc2)CC1)c1ccco1	-3.3	1.2
COc1cc(C(=O)OCCCN(C)C)cc(OC)c1OC	-3.7	1.6
O=C(CCCc1nc2ccccc2s1)NCc1cccnc1	-7.5	2.6
COCCNC(=O)C1(C)CCCN(Cc2csc3ccccc23)C1 (configuration not stated)	2.3	2.3
CCC1(c2ccc(OC)cc2)NC(=O)N(CC(=O)N2CCc3ccccc32)C1=O (configuration not stated)	3.0	-1.6
CCOC(=O)N1CCC(NC(=O)c2ccc3c(c2)sc2nc(-c4ccccc4)cn23)CC1	16.4	9.2
COc1cc(OC)nc(Nc2nc(C(N)CCc3ccccc3)cs2)n1 (configuration not stated)	17.5	6.1
COc1cc2oc(=O)ccc2cc1[C@@H](O)[C@@H]1OC(C)(C)OC1(C)C	10.8	-0.3
CCOC(=O)C1(CCOc2ccccc2)CCN(Cc2cccc(OC)c2OC)CC1	-5.5	-2.2
Brc1ccc(-c2csc(NNC3=NCCCCC3)n2)cc1	130.5*	-16.5*
CC1=C(C(=O)OCc2ccccc2)C(c2ccc3ccccc3c2)NC(=O)N1CCCC(=O)O (configuration not stated)	-9.2	1.8
O=C(CSc1ccc2nnc(CCNC(=O)c3ccccc3)n2n1)NCc1ccccc1	10.4	-5.9
C[C@@H]1CN([C@@H](C)CO)C(=O)c2cc(-c3ccncc3)cnc2O[C@H]1CN(C)C(=O)c1cccc(F)c1	-2.6	5.7
c1ccc2c(c1)CCc1c-2nc2ccccc2c1N1CCOCC1	-10.0	16.2
CCNc1nc(NC(C)C)nc(N(C#N)CCOc2ccc(Cl)cc2Cl)n1	-15.8	2.1
C/C(=N\OCC(=O)Nc1ccccc1C(=O)O)c1cccs1	-0.2	0.1
N=c1sccn1CC(=O)Nc1ccc2c(c1)CCC2	20.5	-0.4
CCOc1ccc(CC(=O)NNC(=S)Nc2ccc(OC)c(OC)c2)cc1	2.2	1.0
O=C(c1ccccc1)c1ccccc1N/C=C/c1nnnn1-c1ccccc1	11.8	-16.5
O=C1c2ccccc2[C@@H]2CC(O)C(O)CCN12 (some centres not stated)	3.6	-1.2
CCN(CC)CCCNC(=O)Cn1ccc2ccccc2c1=O	7.2	-4.6
O=C1C(Nc2ccccc2)=C2CCCC=C2N1c1ccccc1	3.4	-5.3
CCOc1ccc(OCCC(=O)N(CCC2=CCCCC2)c2c(N)n(Cc3ccccc3)c(=O)[nH]c2=O)cc1	15.8	2.4
O=C1CCC(C(=O)OCc2cc(=O)oc3ccc4ccccc4c23)=NN1	7.3	3.7
C/C(=N\NC(=O)Cn1cc([N+](=O)[O-])cn1)c1ccc(O)cc1	2.6	-4.0
Cc1csc(N2CCCC2c2nc3cc(C(F)(F)F)ccc3n2CCOCCO)n1 (configuration not stated)	5.7	-7.7
CC(C)(C)c1ccc(S(=O)(=O)NC(=O)C2(C)CCN2C(=O)C2(c3ccccc3)CC2)cc1 (configuration not stated)	4.7	0.7
NC1=NS(=O)(=O)NC1c1cccc(F)c1 (configuration not stated)	1.9	-10.7
Cc1ccccc1NC(=O)C(C)Sc1nnc(CN2CCCC2)n1Cc1ccccc1 (configuration not stated)	-0.4	-13.5
CS(=O)(=O)N(Cc1ccccc1)c1ccc(C(=O)Nc2ccc3c(c2)OCO3)cc1	-3.0	-7.6
COc1ccccc1NS(=O)(=O)c1cc(NC(=O)c2cc(F)c(F)c(F)c2F)ccc1N1CCOCC1	7.7	-3.2
CCCc1cc(C(=O)Cc2ccc(F)cc2)c(O)cc1O	5.7	-12.4
COCc1cc(=O)[nH]c2c1c(-c1ccccc1)nn2C	-6.0	3.9
COc1ccccc1C(=O)NCC(=O)N/N=C/c1cc(Br)ccc1OCc1ccccc1	14.9	-4.6
O=C(CN(c1ccc(Cl)cc1)S(=O)(=O)c1ccc(Cl)c([N+](=O)[O-])c1)NCCc1ccccc1	12.0	-14.7
O=C(COc1ccccc1)N1CCN(c2nnc(-c3ccccc3)c3ccccc23)CC1	-13.8	19.7
CC(C)(Oc1ccc(Cl)cc1)C(=O)O	-9.0	8.5
Cc1c(C(C)C)c(=O)n(-c2ccc(S(=O)(=O)N3CCOCC3)cc2)n1C	-6.4	-1.3
O=C(Nc1ccc(NC(=O)C2CC2)nc1)c1cccc(F)c1	-7.6	9.2
COc1ccc(NC(=O)Nc2ccc(F)c(F)c2)c(OC)c1	5.4	-10.3
CN(CC(=O)Nc1cccc(F)c1)C(=O)CCNC(=O)c1ccco1	14.0	-7.1

A different layout for part of the listing above.
Every second line gives: H9c2 TAG inh, H9c2 TAG inh DAPI viability
> CCCc1cc(C(=O)Cc2ccc(F)cc2)c(O)cc1O
    5.7, -12.4
> COCc1cc(=O)[nH]c2c1c(-c1ccccc1)nn2C
    -6.0, 3.9

The list goes on.
SMILES	H9c2 TAG inh	H9c2 TAG inh DAPI viability
Nc1cccc(NC(=O)CCC(=O)NCc2ccco2)c1	0.8	-4.4
COc1ccc(CCNC(=O)CSc2nc3[nH]ncc3c(=O)n2-c2ccc(C)c(Cl)c2)cc1OC	20.5	-9.0
O=C(C1CC1)N1CCc2cc(S(=O)(=O)N(CCO)Cc3ccccc3)ccc21	5.8	-5.6
Cc1ccc(C)c(N(CC(=O)NN=C2CCN(C)CC2)S(=O)(=O)c2ccccc2)c1	-13.4	8.2
CN(CC(=O)Nc1ccc(Cl)cc1)C(=O)CNC(=O)c1cccs1	-5.5	0.9
O=Cc1ccc(-c2ccc(F)cc2)o1	4.3	-1.8
Cc1cc(-c2nc(C)c(-c3nnc(SCC(=O)Nc4ccc(Cl)cc4)n3C)s2)no1	5.2	4.1
CC1CCC(NC(=O)CNC(=O)c2cccs2)CC1 (configuration not stated)	-8.5	-6.8
COc1ccccc1C1C(C#N)=C(N)N(c2cccnc2)C2=C1C(=O)CC(C)(C)C2 (configuration not stated)	-27.9	16.4
O=C(NCCN1CCOCC1)Nc1ccc(F)cc1	24.6	4.3
CCOCCCNS(=O)(=O)c1cc(Br)cc2c1N(C(=O)C1CC1)CC2	-13.5	11.7
COc1cc2c(=O)[nH]c3cc([N+](=O)[O-])ccc3c2cc1[N+](=O)[O-]	17.2	-5.4
Cc1cc2nc3c(=O)n(Cc4ccccc4)c(=O)[nH]c3nc2cc1N	-14.1	7.1
Cn1c(CNC(=O)c2ccc(Cl)cc2)nnc1SCC(=O)N1CCOCC1	1.5	1.5
COc1ccc(N2C(=O)C3CCCN3C2c2cccc(C)c2)cc1 (configuration not stated)	-4.3	1.4
COC(=O)CN=Cc1c(C)[nH]n(-c2ccccc2)c1=O	-5.8	9.3
CC(C)CC1C(=O)N(Cc2cn(CC3CCCCC3)nn2)CCS(=O)(=O)N1Cc1ccc(-c2ccncc2)cc1 (configuration not stated)	-2.7	10.1
CC(NC(=S)NCc1ccccc1)C12CC3CC(CC(C3)C1)C2 (configuration not stated)	12.8	-9.5
COc1ccc(/C(O)=C/C(=O)C(=O)NNC(=O)C(O)(c2ccccc2)c2ccccc2)cc1	1.5	3.1
Cc1cccc(CN2C(=O)CCSc3ccc(Cl)cc32)c1	-17.1	10.1
COc1ccc(CNC(=O)N2CCN(C(=O)c3ccccc3)CC2)cc1	-14.4	3.6
CN(CCc1ccccn1)C(=O)Nc1cccc(Cl)c1	1.0	9.8
COCCNC(=O)CN1CCN(S(=O)(=O)c2ccc3c(c2)CCCC3)CC1	-4.1	-0.1
O=C(Cc1ccccc1)NCCSC1CCCCC1	-11.2	-2.3
COc1ccc(NC(=O)C2CC(=O)N(CCc3ccc(Cl)cc3)C2)cc1 (configuration not stated)	12.4	-11.4
CN(C)c1nc(OCCNC(=O)COc2ccc(Cl)cc2Cl)nc(N(C)C)n1	0.9	-3.4
CCCN1C2CCCC1CC(NC(=O)C1CCCCC1)C2 (configuration not stated)	-2.8	6.2
COc1ccc(S(=O)(=O)NC(C)C(=O)N2CCCC2)cc1Cl (configuration not stated)	5.5	-16.3
CCCc1cc(=O)[nH]c(Nc2ccc(OC)c(Cl)c2)n1	-14.1	1.0
CC(=O)c1ccc2c(c1)C1C=CCC1C(c1ccc(S(=O)(=O)N3CCOCC3)cc1)N2 (configuration not stated)	3.9	-13.0
CC1(C(=O)NS(=O)(=O)c2ccc(Cl)s2)CCN1C(=O)c1ccc(C2CCCCC2)cc1 (configuration not stated)	1.1	-0.9
CO/N=C(\Cn1ncc(NC2CCCCC2)c(Br)c1=O)c1ccc(Cl)cc1	1.3	-3.5
COc1cccc(-n2cc(CN(C)Cc3nc(Cc4ccccc4)no3)cn2)c1	-0.2	4.5
O=C(OCC(=O)N1CCN(C(=O)c2ccco2)CC1)c1cc(-c2ccc(Cl)c(Cl)c2Cl)nc2ccccc12	11.8	-5.7
CCOC(=O)C1=C(CSc2nc(-c3ccccc3)ccc2C#N)OC(N)=C(C#N)C1c1cccnc1 (configuration not stated)	-28.3	14.0
CC(=O)N1CCN(C2=NC(=O)/C(=C\c3cccs3)S2)CC1	14.3	-1.9

Compound activity from PubChem.
